# Fluorescein autfl: compound fluoresces in the fluorescein spectral region; Compound autofluorescence, 480/540 nm, fluorescein-equivalent; hits give high values; max fluorescein-equivalent concentration, M; 0.91% of 59,000 active; AID 593; in the data active means max fluorescein-equivalent concentration above about 10 nM; inconclusive means between about 1.1 nM and that limit
#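 First, buffer (100 mM Tris, pH 8.0) dispensed; second, compounds and fluorescein standards pinned in; third, 15 min room-temperature incubation; finally, imaging at ex 480 nm/em 540 nm. Fluorescence normalized against the six-point fluorescein curve.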
# 4-MU autofl: compound fluoresces in the 4-MU spectral region | AID 589 | max dye-equivalent concentration, M | compound autofluorescence, 340/450 nm, 4-MU equivalents; hits give high values | 11% of 59,000 active; in the data active means max dye-equivalent concentration above about 10 nM; inconclusive means mostly about 1.1 nM to 9.6 nM
#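 Compounds in 100 mM Tris, pH 8.0, sat 15 min at room temperature before fluorescence was read at 340 nm excitation/450 nm emission; a per-plate six-point 4-MU standard curve converted signals to dye-equivalent concentration at each compound concentration.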
# A350 autofl: compound fluoresces in the Alexa 350 spectral region. 11% of 59,000 active. Compound autofluorescence, 340/450 nm, Alexa 350 dye-equivalents; hits give high values. max dye-equivalent concentration, M; in the data active means max dye-equivalent concentration above about 10 nM; inconclusive means mostly about 1.1 nM to 9.6 nM
# ERK AVP inh: blocks ERK signaling stimulated by vasopressin | HEK293-V1b, vasopressin-stimulated pERK AlphaScreen | AID 995 | Potency, µM (top dose mostly 57.5 µM), without a hit: at the highest dose activity, negative = inhibition, hits mostly inhibitors | 0.99% of 72,000 active; further: potency means the concentration at half of the fitted maximal effect; on the % scale 0 is the no-effect control and ±100 the full control effect; nearly all actives have a fitted effect of over 55% in size
#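 Overnight-seeded V1b-HEK293 cells in 1% FBS got compound, then vasopressin (25 nM final, 5 min, 37C), then lysis buffer. AlphaScreen detection of phospho-ERK; activity normalized to basal and full-stimulation controls.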
# Hsp90 Hop PPI: changes Hsp90-Hop TPR2A binding signal, up or down | AlphaScreen TPR2A-His6 binding biotin-Hsp90 C-terminal peptide | Potency, µM (series often up to 57 µM), without a hit: top-dose activity change, negative = inhibition | 0.44% of 71,000 active | AID 595; active means well fitted curve in either direction with a large enough effect; inconclusive means small, poorly fitted or top-dose-only effect, or another doubt; further: potency means the concentration at half of the fitted maximal effect; on the % scale 0 is the no-effect control and ±100 the full control effect; many of its hits are not listed in these tables
# HBB splicing: hemoglobin beta splicing modulation; Potency, µM (series often up to 46.1 µM), for inactives: at the top dose activation, actives largely listed as activators; HBB splicing reporter cell assay, activation; EGFP reporter with mutant IVS2-654 intron; response scale: normalised to 500 nM splice-correcting PNA; 0.06% of 65,000 active; further: potency means the concentration at half of the fitted maximal effect; 0% is about no effect
#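 Compounds were applied for 2 days to HeLa EGFP-654 cells, 500/well in Optimem with 2% FCS. The reporter's EGFP is disrupted by mis-splicing of beta-globin intron IVS2-654. Readout: summed well GFP fluorescence from 488 nm laser scanning; reference was 500 nM antisense […] 654 PNA.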
# Epigenetic mod: epigenetic modulators derepressing GFP locus in mouse cells; mouse C127i GFP locus derepression, cytometry, 30 h; 0.09% of 68,000 active; AID 597; Potency, µM (top dose mostly 46.1 µM), without a hit: at the highest dose GFP derepression (activation); further: % of control where 0% means no effect
#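 Locus derepression in mouse mammary C127i cells whose integrated CMV-GFP reporter is normally silent; GFP expression after 30 h compound treatment was quantified by counting fluorescent cells.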
# FLuc inh: blocks Photinus pyralis firefly luciferase activity; Potency, µM (titrated, usually from 57.1 µM), for the others: at the top dose activity change, negative = inhibition, hits mostly inhibitors; P08659; purified firefly luciferase, luminescence, 8 min; 2.2% of 72,000 active; further: potency means the concentration at half of the fitted maximal effect; on the % scale 0 is the no-effect control and ±100 the full control effect; nearly all actives have a fitted effect of over 40% in size
# Target sequence (P08659 whole entry, looked up): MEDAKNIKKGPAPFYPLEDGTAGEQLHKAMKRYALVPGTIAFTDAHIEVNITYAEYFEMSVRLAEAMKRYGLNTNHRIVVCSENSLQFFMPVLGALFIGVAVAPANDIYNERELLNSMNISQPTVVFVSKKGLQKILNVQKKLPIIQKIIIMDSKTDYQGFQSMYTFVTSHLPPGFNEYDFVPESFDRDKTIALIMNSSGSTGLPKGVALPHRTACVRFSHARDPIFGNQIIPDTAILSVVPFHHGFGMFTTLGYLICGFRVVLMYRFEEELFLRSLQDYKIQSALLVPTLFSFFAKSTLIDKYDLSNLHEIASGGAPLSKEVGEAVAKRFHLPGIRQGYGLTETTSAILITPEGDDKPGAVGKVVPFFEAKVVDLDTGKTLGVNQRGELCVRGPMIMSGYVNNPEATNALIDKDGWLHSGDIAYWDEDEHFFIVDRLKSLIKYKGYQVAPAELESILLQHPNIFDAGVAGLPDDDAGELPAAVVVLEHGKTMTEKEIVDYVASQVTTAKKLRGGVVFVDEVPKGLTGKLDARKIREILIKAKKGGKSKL
#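 Luminescence read-out after 8 min at room temperature; enzyme reaction used luciferin plus 10 uM ATP (linear range) in imidazole buffer pH 7.2 with KCl, MgCl2, Tween 20 and BSA. Each sample was run as a titration.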
# TexasRed autofl: compound fluoresces in the Texas Red spectral region; 0.06% of 59,000 active; Compound fluorescence, Texas Red channel, 547/618 nm; hits give high values; max dye-equivalent concentration, M; in the data active means max dye-equivalent concentration above about 10 nM; inconclusive means between about 1.1 nM and that limit
#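 Texas Red-region profiling: compounds in 100 mM Tris pH 8.0 were read at 547/618 nm after 15 min at room temperature. Intensities were normalized against a six-point Texas Red standard series to give dye-equivalent concentration.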
# Ub-GFP proteasome: inhibits proteasome, raising ubiquitin-GFP reporter fluorescence; Ubiquitin-GFP reporter cells, proteasome inhibition, GFP fluorescence; response scale: untreated = 0%, 10 µM MG-132 = 100%; Potency, µM (doses to about 45.9 µM), for inactives: at the highest dose activation (GFP accumulation), most hits filed as activators; 67,000 tested, under 10 active; active means well fitted activation curve with a large enough effect, not every such curve was filed as active; inconclusive means small, poorly fitted or top-dose-only effect, or another doubt; inactive means no such curve, though single readings can be large or run the other way; further: potency means the concentration at half of the fitted maximal effect
#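 Proteasome blockade was scored as a rise in GFP-expressing U2OS cells carrying a ubiquitin(G76V)-GFP construct, imaged after 4 hr compound treatment at 37 °C across a 46 uM–2.9 nM series.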
# CRE-bla Fsk: CRE-bla signaling modulation under forskolin stimulation | CHO CRE-bla reporter (cAMP response element driving beta-lactamase), forskolin EC10, beta-lactamase ratio | Potency, µM (series often up to 38.2 µM), for inactives: top-dose activity change, negative = inhibition, hits mostly activators | 2.5% of 71,000 active | AID 662; active means well fitted activation curve with a large enough effect in the signal ratio, with a control signal flat, not every such curve was filed as active; inconclusive means small, poorly fitted or top-dose-only effect, or effect the other way, or a change in a side signal; the % refers to the signal ratio; further: potency means the concentration at half of the fitted maximal effect; % of control where 0% means no effect
#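 Forskolin analogue NKH 477 at EC10 stimulated CRE-driven beta-lactamase in CHO cells alongside compound dilution series. Beta-lactamase was measured with CCF4, excitation 405 nm, emission ratio 460/530 nm.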
# * hit, by the source's call; i = inactive; ? = inconclusive; nt = not tested or not shown; [ ] = another dose, or the depositor's remark. Unless noted, the call rests on the fitted dose curve; in most records, active means well fitted curve in the direction sought with a large enough effect; inconclusive means small, poorly fitted or top-dose-only effect, or another doubt; inactive means no such curve, though single readings can be large; an effect the other way counts as inactive or inconclusive.
SMILES,Fluorescein autfl,4-MU autofl,A350 autofl,ERK AVP inh,Hsp90 Hop PPI,HBB splicing,Epigenetic mod,FLuc inh,TexasRed autofl,Ub-GFP proteasome,CRE-bla Fsk
O=C(CN1CCC(O)(c2ccc(F)cc2)CC1)NCc1ccc(F)cc1,i,?,?,4%,1%,nt,0%,3%,?,6%,7%
Cc1cc2c(cc1C)N(CC(=O)N1CCCC1)C(=O)CC(c1ccccc1)=N2,i,i,i,10%,0%,nt,2%,-3%,i,4%,2%
Cc1onc(-c2c(F)cccc2Cl)c1C(=O)N[C@@H]1C(=O)N2[C@H]1SC(C)(C)[C@H]2C(=O)O,?,i,i,13%[11.5 µM],-3%[11 µM],3.4%[9.22 µM],6%[9.22 µM],4%[11.4 µM],i,5%[9.17 µM],6%[7.6 µM]
CC(=O)Nc1ccc(C(=O)NC2CCCC2)cc1,i,i,i,3%,0%,-0.1%,-2%,0%,?,0%,-9%
Cn1c(-c2ccccc2)c(CCO)c2ccccc21,i,i,i,-12%,-10%,-0.7%,4%,0%,?,1%,4%
c1coc(-c2nc3nc4ccccc4n3nc2-c2ccco2)c1,?,i,i,?,-5%,1.5%[0.369 µM],?,3%,i,nt,-4%
CCOc1cccc(NC(=O)C2CC(=O)NC(=Nc3ccccc3)S2)c1 (stereo unspecified),?,i,i,nt,nt,nt,-5%[20.6 µM],0%[25.5 µM],i,nt,nt
CN1CCN(/C(=N\S(=O)(=O)c2ccc(F)cc2)c2ccccc2)CC1,?,i,i,-1%,1%,-1.1%,-2%,0%,?,-4%,-5%
COc1ccc(C(C(=O)OC(C)CN(C)C)c2ccccc2)cc1 (stereo unspecified),i,i,i,15%,0%,0.0%,0%,4%,i,4%,-3%
COCCNc1nc(-c2cccc(OC)c2)nc2ccccc12,i,i,i,-12%,1%,0.7%,-3%[9.22 µM],-1%[2.29 µM],i,1%,?
Cc1cccc(N(C(=O)Nc2ccccc2)C2=NCC(C)S2)c1 (stereo unspecified),nt,nt,nt,-14%,1%,-0.8%,-2%,-8%,nt,-1%,-4%
Cn1c(=O)c2c(nc(SCCN3CCOCC3)n2Cc2cccc3ccccc23)n(C)c1=O,?,i,i,?,-8%,-4.4%[57.5 µM],2%,0%,i,9%,?
COc1cccc2cc(C(=O)N3CCN(c4ccc(C)cc4C)CC3)c(=O)oc12,nt,nt,nt,nt,-3%,-0.1%,nt,0%,nt,10%,4%
O=C(C1CCN(S(=O)(=O)c2cccc3nsnc23)CC1)N1CCn2c1nc1ccccc12,i,1.4e-08M*,1.4e-08M*,-2%,-3%,-1.1%,0%,2%,i,2%,?
c1ccc(CNc2nc3ccccc3[nH]2)cc1,i,i,i,-10%,0%,0.0%[57.5 µM],0%,13µM*,i,5%,3%
O=C(CSc1nnc(C2COc3ccccc3O2)o1)N1CCCc2ccccc21 (stereo unspecified),?,i,i,18%,15%,-4.1%,1%,0%,?,23%,?
CCOC(=O)COc1ccc(S(=O)(=O)NCc2cccnc2)cc1,i,i,i,-24%,-3%,0.0%,0%,-1%,i,1%,-1%
O=C(COc1ccccc1)N1CCN=C1c1ccccc1,i,i,i,-14%,-5%,-0.9%,-3%,4%,i,0%,-5%
O=C(Cn1cnc2ccccc21)NCc1ccccc1,i,i,i,11%,-1%,-0.5%,9%,2%,?,11%,22%
O=c1c(O)c(-c2ccc(O)cc2O)oc2cc(O)cc(O)c12,?,?,i,-16%,?,-0.4%,-2%[20.6 µM],-3%[25.5 µM],i,2%,-16%
COCCCn1c(SCC(=O)Nc2ccc3c(c2)OCCO3)nnc1-c1ccoc1C,?,i,i,-9%,-3%,0.1%[57.5 µM],2%,-5%,i,-6%,-3%
COCCOC(=O)C1=C(C)Nc2nc(C)nn2C1c1ccc(F)cc1 (stereo unspecified),i,i,?,-7%,-2%,-0.1%[0.369 µM],0%,1%,i,nt,8%
CN1CCCCc2c1[nH]c1ccccc1c2=O,nt,nt,nt,-14%,1%,0.1%,-2%,-2%,nt,13%,5%
COc1ccc(-n2c(Cc3cc(=O)[nH]c(=O)[nH]3)nnc2SCC(=O)N2CCCC2)cc1,nt,nt,nt,-3%,-2%[2.3 µM],0.8%,nt,5%,nt,-1%,-3%
CCOc1ccc(NC(=O)c2ccccc2O)cc1,i,?,?,-12%,3%,0.4%,0%,1.3µM*,?,0%,-16%
CC1CCCC(NC(=O)CCn2c(=O)oc3ccccc32)C1C (stereo unspecified),?,i,i,26%,-2%,-4.7%,0%,3%,i,-8%,-2%
COc1cccc(C2C(C#N)=C(N)Oc3cc(C)oc(=O)c32)c1OC (stereo unspecified),nt,nt,nt,1%,-1%,1.5%,2%,-1%,nt,-11%,0%
O=C(Nc1cc(N2CCOCC2)ncn1)c1ccccc1,i,i,i,-6%,0%,-4.2%,5%,-2%,i,-5%,1%
COc1ccc(NC(=O)NCCCN2CCCCC2C)cc1 (stereo unspecified),?,i,i,9%,-8%,-2.1%,0%,1%,i,-10%,17%
COc1ccc(C2(C(F)(F)F)NC(=O)N(C)C(=O)N2C)cc1 (stereo unspecified),i,i,i,15%,3%,-1.1%,1%,9%,i,3%,1%
c1ccc(-n2ncc3c(N4CCN(c5ccccn5)CC4)nc(N4CCOCC4)nc32)cc1,i,?,?,9%,-1%,-2.7%[57.5 µM],-2%,4%,i,-3%,7%
Cc1ccc(-c2csc3ncnc(OCC(=O)NC(=O)NCc4ccco4)c23)cc1,?,i,i,-1%,-11%,-2.7%,-2%,-4%,i,11%,?
COc1ccc(N(CC(=O)Nc2ccc3c(c2)OCCO3)S(=O)(=O)c2c(C)nn(C)c2C)cc1,nt,nt,nt,-14%,-1%,0.9%,-3%,2%,nt,12%,7%
Cc1nc(SCC(=O)NCc2ccco2)c2c(C)c(C)sc2n1,i,i,i,-26%,-4%,-1.2%,0%,2%,i,1%,3.2µM*
Nc1cc(N)nc(SCc2ccccc2)n1,i,i,?,-13%,-1%,-0.1%,-2%,-6%,?,-3%,0%
COc1ccccc1NC(=O)Nn1cnnc1,?,i,i,-1%,1%,3.8%[1.84 µM],0%,4%,i,-13%,?
CCOC(=O)c1[nH]c2ccc(Br)cc2c1NC(=O)CCN1CCC(C(=O)OCC)CC1,i,i,i,nt,nt,nt,0%[20.6 µM],-1%[25.5 µM],i,nt,nt
Cc1noc(C)c1C(=O)N1CCC[C@@]2(CCN(c3ncccn3)C2)C1,i,i,i,-12%,-2%,3.4%,-2%[9.22 µM],1%[11.4 µM],i,-4%,2%
COc1ccc(O)c(/C=c2/sc3nc4cc(C)c(C)cc4n3c2=O)c1,i,i,i,3%,-1%,0.8%[0.369 µM],3%,-5%,i,nt,?
CC(C)(C)C(=O)Nc1ccccc1C(=O)Nc1cccnc1,nt,nt,nt,-15%,-1%,-1.9%,0%,1%,nt,10%,6%
Cc1onc(-c2c(F)cccc2Cl)c1C(=O)N1CCc2ccccc2C1,?,i,?,9%,0%,-0.3%,0%,3%,i,-4%,?
CCCn1cc(NC(=O)c2cc3n(n2)C(C(F)(F)F)CC(c2ccccc2)N3)cn1 (stereo unspecified),i,i,i,-11%,1%,5.4%,2%,6%,i,-8%,15%
CC(C)Sc1nc2ccccc2n1CC(N)=O,nt,nt,nt,-6%,-3%,0.3%,-2%,2%,nt,-4%,4%
COc1ccccc1N1C(=O)CC(Sc2nccc(C)n2)C1=O (stereo unspecified),i,?,?,0%,-1%,0.0%,-4%,3%,i,-4%,5%

# Reformatted with two lines to a compound: entries from further up.
# Values run as follows: Fluorescein autfl | 4-MU autofl | A350 autofl | ERK AVP inh | Hsp90 Hop PPI | HBB splicing | Epigenetic mod | FLuc inh | TexasRed autofl | Ub-GFP proteasome | CRE-bla Fsk
> CCCn1cc(NC(=O)c2cc3n(n2)C(C(F)(F)F)CC(c2ccccc2)N3)cn1 (stereo unspecified)
  i | i | i | -11% | 1% | 5.4% | 2% | 6% | i | -8% | 15%
> CC(C)Sc1nc2ccccc2n1CC(N)=O
  nt | nt | nt | -6% | -3% | 0.3% | -2% | 2% | nt | -4% | 4%
> Cc1onc(-c2c(F)cccc2Cl)c1C(=O)N1CCc2ccccc2C1
  ? | i | ? | 9% | 0% | -0.3% | 0% | 3% | i | -4% | ?
> COc1ccccc1N1C(=O)CC(Sc2nccc(C)n2)C1=O (stereo unspecified)
  i | ? | ? | 0% | -1% | 0.0% | -4% | 3% | i | -4% | 5%

# Fetched one by one from the list above (two):
SMILES,Fluorescein autfl,4-MU autofl,A350 autofl,ERK AVP inh,Hsp90 Hop PPI,HBB splicing,Epigenetic mod,FLuc inh,TexasRed autofl,Ub-GFP proteasome,CRE-bla Fsk
O=C(C1CCN(S(=O)(=O)c2cccc3nsnc23)CC1)N1CCn2c1nc1ccccc12,i,1.4e-08M*,1.4e-08M*,-2%,-3%,-1.1%,0%,2%,i,2%,?
Cc1ccc(-c2csc3ncnc(OCC(=O)NC(=O)NCc4ccco4)c23)cc1,?,i,i,-1%,-11%,-2.7%,-2%,-4%,i,11%,?

# The list is partial. The share of hits here may be higher or lower than overall.
